Bioassay records from PubChem.
UPR XBP1 act = activators of adaptive XBP1 UPR arm, primary screen, cell-based, CHO-XBP1 luciferase reporter, luminescence, uHTS; IRE1-XBP1 UPR activation; percent of tunicamycin response, DMSO as zero; 330,000 compounds, 0.33% hits; activation, % at 20 µM;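 active means versus positive control, 20 µM dose yields 30% or more activation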;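 further: 100% = tunicamycin at 10 µg/mL and 0% = DMSO only wells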
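Material: CHO cell line with stable XBP1 luciferase reporter; schedule: 16-18 h cell attachment at 37 °C, then 6 h compound exposure; signal: glow luminescence from Steady-Glo reagent; medium: serum-containing F12 medium, 10% FBS; benchmarks: tunicamycin 10 µg/mL and vehicle-only wells; read-out: percent activation relative to tunicamycin reference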
CXCR6 inh = CXCR6 receptor inhibitors, primary screen, cell-based, beta-arrestin, luminescence, CHO-K1 PathHunter, 1536-well. inhibition, % at 20 µM. 360,000 compounds, 0.36% hits. C-X-C chemokine receptor type 6 (Homo sapiens), O00574; in the data active means inhibition above about 34%, passing the limit was not always enough;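 further: antagonist mode with CXCL16 agonist at 10 nM final; 0% = 10 nM CXCL16 with DMSO and 100% = unstimulated wells without agonist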
Target sequence (O00574 whole entry, looked up): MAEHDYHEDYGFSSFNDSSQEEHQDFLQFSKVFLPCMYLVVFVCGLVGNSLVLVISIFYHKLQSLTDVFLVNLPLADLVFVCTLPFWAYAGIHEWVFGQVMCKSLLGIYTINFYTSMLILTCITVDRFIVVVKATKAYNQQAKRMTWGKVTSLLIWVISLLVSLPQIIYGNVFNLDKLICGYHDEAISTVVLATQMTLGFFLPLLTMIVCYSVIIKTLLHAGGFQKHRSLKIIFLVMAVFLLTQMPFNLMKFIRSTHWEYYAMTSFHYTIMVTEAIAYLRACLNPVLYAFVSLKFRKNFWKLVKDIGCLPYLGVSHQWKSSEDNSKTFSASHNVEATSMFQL
APJ antagonist = antagonists of human apelin receptor APJ, primary screen, CHO-K1 cells, beta-arrestin complementation, luminescence; inhibition, % at 20 µM; P35414; 330,000 compounds, 0.32% hits;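 active means inhibition above about 40% at 20 µM, limit read from the data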;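 further: cells challenged with 10 nM apelin-13 agonist together with compound; plate controls were apelin-13 plus DMSO wells for no effect and DMSO wells lacking apelin-13 for full effect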
Mdm2-MdmX inh = inhibitors of human Mdm2-MdmX association, primary screen, cell-based, luminescence, split luciferase, SaOS-2, uHTS. SaOS-2 split-luciferase Mdm2/MdmX complementation. Protein Mdm4 (Homo sapiens) + E3 ubiquitin-protein ligase Mdm2 (Homo sapiens), …. inhibition, % at 8 µM. 330,000 compounds, 3% hits;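 active means inhibition of at least 50% at 8 µM in the primary screen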
CHOP UPR activ = activators of apoptotic CHOP UPR arm, primary screen, cell-based, CHO-CHOP luciferase reporter, luminescence, uHTS; activation, % at 10 µM; AID 449763, 2010; 330,000 compounds, 0.34% hits; UPR activation; percent of tunicamycin response over DMSO baseline;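 active means at 10 µM dose, activation of 40% or more, normalized to positive control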;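 further: 100% = tunicamycin at 10 µg/mL and 0% = DMSO alone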
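Test system: CHO CHOP reporter cells. Input: 500 CHO-CHOP cells per well. Medium: F12 with 10% FBS. Technique: luciferase luminescence. Measure: percent activation relative to tunicamycin control. Dosing: 10 µM compound, 0.5% DMSO. Timing: 16-18 h cell attachment, then 6 h compound exposure, 37 °C.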
EBI2 antag = EBI2 receptor antagonists, beta-arrestin recruitment, primary screen, cell-based, luminescence, 7a,25-OHC stimulation, uHTS | G-protein coupled receptor 183 (Homo sapiens), P32249 | inhibition, % at 5 µM | 7a,25-OHC stimulated | 360,000 compounds, 0.81% hits | AID 651636, 2012; in the data active means inhibition above about 38%;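 further: enzyme fragment complementation signal reports receptor beta-arrestin coupling in cells; 0% = agonist plus DMSO wells and 100% = wells without agonist; some results beyond the cut were filed as inactive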
Target sequence (P32249 whole entry, looked up, the tested form may be a part): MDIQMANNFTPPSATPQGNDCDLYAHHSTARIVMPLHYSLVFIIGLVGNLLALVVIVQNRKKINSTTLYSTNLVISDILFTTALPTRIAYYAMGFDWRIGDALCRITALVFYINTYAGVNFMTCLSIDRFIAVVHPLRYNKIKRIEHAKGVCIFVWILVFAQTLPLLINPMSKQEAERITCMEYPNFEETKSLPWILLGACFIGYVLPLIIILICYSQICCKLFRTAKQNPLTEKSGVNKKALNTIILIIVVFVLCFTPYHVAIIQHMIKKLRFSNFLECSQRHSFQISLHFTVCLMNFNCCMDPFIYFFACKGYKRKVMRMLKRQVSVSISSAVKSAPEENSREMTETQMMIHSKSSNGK
tim23-1 inh = growth inhibitors of tim23-1 mutant yeast, primary screen, luminescence, uHTS; S. cerevisiae tim23-1 growth, BacTiter-Glo luminescence, 24 h; inhibition, % at 20 µM; 330,000 compounds, 1.3% hits;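 active means growth inhibition of the mutant yeast at or above 50%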;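 further: temperature-sensitive mutant grown at 25 °C; plate controls were DMSO-treated mutant yeast for no effect and medium wells lacking yeast for full effect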
APJ ag = agonists of human apelin receptor APJ, primary screen, CHO-K1 cells, PathHunter beta-arrestin, luminescence; 330,000 compounds, 0.11% hits; AID 2520, 2010; 0% DMSO wells, 100% apelin; P35414; activation, % at 20 µM;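 active means activation more than six SD over the plate average, tested at 20 µM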;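 further: 0% = DMSO alone and 100% = apelin-13 at 10 nM; some results filed as inactive read as strong as hits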
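Test system – PathHunter CHO-K1 APJ (AGTRL-1) beta-arrestin reporter cells · Input – 1000 cells/well · Compound – single test compound dose, 20 µM final, 1% DMSO · Times – compound stimulation 90 min at 25 °C, detection 60 min · Technique – beta-gal luminescence · Read-out basis – APJ–arrestin association signal · Control set – negative DMSO alone, positive Apelin-13 at 10 nM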
CCR6 antag = CCR6 receptor antagonists, primary screen, cell-based, CHO-K1, luminescence, beta-arrestin, uHTS | inhibition, % at 20 µM | C-C chemokine receptor type 6 (Homo sapiens), P51684 | CHO-K1 CCR6 PathHunter beta-arrestin, CCL20-stimulated | 340,000 compounds, 0.49% hits;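 active means compounds whose inhibition of the agonist-driven luminescence signal at 20 µM reaches about 50%, limit read from the data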;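 further: cells stimulated with CCL20 at 14 nM final; plate controls were DMSO with CCL20 for no effect and DMSO without agonist for full effect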
Target sequence (P51684 whole entry, looked up): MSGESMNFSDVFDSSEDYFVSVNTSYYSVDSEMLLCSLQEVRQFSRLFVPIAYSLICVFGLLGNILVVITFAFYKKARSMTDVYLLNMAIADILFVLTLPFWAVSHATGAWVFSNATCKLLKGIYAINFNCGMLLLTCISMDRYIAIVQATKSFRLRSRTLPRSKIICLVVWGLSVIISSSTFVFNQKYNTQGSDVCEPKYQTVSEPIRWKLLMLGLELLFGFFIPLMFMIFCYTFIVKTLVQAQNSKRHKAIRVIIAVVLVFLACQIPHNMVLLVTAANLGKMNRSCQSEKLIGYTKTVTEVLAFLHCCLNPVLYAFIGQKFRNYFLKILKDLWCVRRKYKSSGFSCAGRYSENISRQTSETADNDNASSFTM
Numbers without * were called inactive.

COCC(C)n1c(C)cc(C(=O)CSc2nc(C)c(C)c(C)n2)c1C (configuration not stated) was read as UPR XBP1 act -5, CXCR6 inh -18, APJ antagonist 10, Mdm2-MdmX inh 14, CHOP UPR activ 1.1, EBI2 antag 5, tim23-1 inh 24, APJ ag -1 and CCR6 antag 0.
Nc1ccc(S(=O)(=O)Nc2ccc(Cl)nn2)cc1 was read as UPR XBP1 act -3, CXCR6 inh -4, APJ antagonist -18, Mdm2-MdmX inh 1, CHOP UPR activ -1.7, EBI2 antag 7, tim23-1 inh 1, APJ ag -3 and CCR6 antag 2.
For O=C(NC1CCCC1)C(c1cccnc1)N(C(=O)c1ccco1)c1cccc(F)c1 (configuration not stated) the results were UPR XBP1 act -2, CXCR6 inh 1, APJ antagonist 1, Mdm2-MdmX inh 25, CHOP UPR activ 1.6, EBI2 antag 4, tim23-1 inh 4, APJ ag -3 and CCR6 antag 10.
CCOc1ccc(C(=O)Nc2cc(NC(=O)c3ccc(OCC)c(Cl)c3)cc(C(=O)O)c2)cc1Cl was read as UPR XBP1 act -2, CXCR6 inh -2, APJ antagonist -37, Mdm2-MdmX inh 6, CHOP UPR activ 1.0, EBI2 antag 2, tim23-1 inh 16, APJ ag -3 and CCR6 antag 24.
Screening Cc1ccc(-c2ccc(=O)n(CC(=O)NCCN3C(C)CCCC3C)n2)cc1 (configuration not stated) returned UPR XBP1 act 1, CXCR6 inh -6, APJ antagonist 25, Mdm2-MdmX inh 18, CHOP UPR activ -0.3, EBI2 antag -1, tim23-1 inh -12, APJ ag 0 and CCR6 antag 1.
`CNc1nnc(-c2cc3ccccc3oc2=O)s1` gave UPR XBP1 act -1, CXCR6 inh 1, APJ antagonist 9, Mdm2-MdmX inh -114, CHOP UPR activ 2.4, EBI2 antag -4, tim23-1 inh 3, APJ ag -5 and CCR6 antag 4.
For CCC(CC)NC(=O)COC(=O)c1ccc(OCc2ccc(C(C)=O)cc2OC)c(OC)c1 the results were UPR XBP1 act 0, CXCR6 inh -1, APJ antagonist 2, Mdm2-MdmX inh -43, CHOP UPR activ -1.1, EBI2 antag 17, tim23-1 inh 20, APJ ag 3 and CCR6 antag 10.
Screening CN1CCN(c2ccc(NC(=O)c3ccc4c(c3)OCO4)cc2)CC1 returned UPR XBP1 act 2, CXCR6 inh -2, APJ antagonist 7, Mdm2-MdmX inh -74, CHOP UPR activ 2.5, EBI2 antag 2, tim23-1 inh -59, APJ ag -3 and CCR6 antag 8.
For Cc1cc(C)cc(NC(=O)COC(=O)[C@@H](NC(=O)c2ccco2)C(C)C)c1 the results were UPR XBP1 act -1, CXCR6 inh 0, APJ antagonist -8, Mdm2-MdmX inh -3, CHOP UPR activ -0.4, EBI2 antag 5, tim23-1 inh 7, APJ ag -3 and CCR6 antag 17.
Screening Clc1ccccc1-c1ncc2ccccn12 returned UPR XBP1 act 0, CXCR6 inh 6, APJ antagonist 8, Mdm2-MdmX inh -15, CHOP UPR activ 2.9, EBI2 antag -2, tim23-1 inh 0, APJ ag -3 and CCR6 antag 1.
CCOC(=O)c1sc(=S)n(C)c1NC(=O)c1ccc(C(C)(C)C)cc1 was read as UPR XBP1 act -2, CXCR6 inh 4, APJ antagonist 12, Mdm2-MdmX inh 61*, CHOP UPR activ -1.8, EBI2 antag 3, tim23-1 inh 34, APJ ag -6 and CCR6 antag 11.
Screening NC(=O)CC1C(=O)N(c2ccc(F)cc2)C(=O)N1NC(=O)CCc1ccccc1 (configuration not stated) returned UPR XBP1 act -2, CXCR6 inh -11, APJ antagonist 9, Mdm2-MdmX inh -5, CHOP UPR activ -0.7, EBI2 antag 2, tim23-1 inh 12, APJ ag -3 and CCR6 antag 7.
COc1ccccc1C(=O)NNC(=O)Cc1ccccc1 was read as UPR XBP1 act 2, CXCR6 inh 1, APJ antagonist 9, Mdm2-MdmX inh -5, CHOP UPR activ 0.7, EBI2 antag -4, tim23-1 inh 2, APJ ag -3 and CCR6 antag 16.
CC(C)(C)OC(=O)C[C@H]1C/C=C\C[C@@H](CC(=O)N[C@@H](CO)Cc2ccccc2)C(=O)NCCOC1=O was read as UPR XBP1 act 1, CXCR6 inh 4, APJ antagonist 2, Mdm2-MdmX inh -3, CHOP UPR activ 2.1, EBI2 antag -8, tim23-1 inh 7, APJ ag 4 and CCR6 antag 1.
Screening Cc1cc(S(=O)(=O)NC2CCN(Cc3ccccc3)CC2)c(C)cc1Cl returned UPR XBP1 act -2, CXCR6 inh -22, APJ antagonist -6, Mdm2-MdmX inh 24, CHOP UPR activ -2.1, EBI2 antag 9, tim23-1 inh 4, APJ ag -4 and CCR6 antag 2.
C=CCn1c(SCc2ccc(C#N)cc2)nnc1-c1cccc(OC)c1 was read as UPR XBP1 act -5, CXCR6 inh -5, APJ antagonist 9, Mdm2-MdmX inh -3, CHOP UPR activ 2.4, EBI2 antag -3, tim23-1 inh 33, APJ ag 1 and CCR6 antag 12.
`O=C(CCNS(=O)(=O)c1ccccc1)NNC(=O)COc1ccc(Cl)cc1` gave UPR XBP1 act -1, CXCR6 inh 4, APJ antagonist -1, Mdm2-MdmX inh -22, CHOP UPR activ -1.1, EBI2 antag 6, tim23-1 inh 2, APJ ag 1 and CCR6 antag 8.
Screening O=C(CSc1ccc2nnc(-c3ccncc3)n2n1)NCC1CCCO1 (configuration not stated) returned UPR XBP1 act 3, CXCR6 inh -4, APJ antagonist 4, Mdm2-MdmX inh 7, CHOP UPR activ 1.7, EBI2 antag 2, tim23-1 inh 11, APJ ag -3 and CCR6 antag 2.
`O=C(O)c1cccc(Nc2nc(-c3ccccc3)nc3ccccc23)c1` gave UPR XBP1 act 6, CXCR6 inh 4, APJ antagonist 15, Mdm2-MdmX inh 10, CHOP UPR activ -2.6, EBI2 antag -2, tim23-1 inh -2, APJ ag 1 and CCR6 antag 8.
For CCOC(=O)/C(C#N)=C/c1ccc(N2CCN(Cc3ccccc3)CC2)cc1 the results were UPR XBP1 act -3, CXCR6 inh 17, APJ antagonist -20, Mdm2-MdmX inh -12, CHOP UPR activ 2.0, EBI2 antag 8, tim23-1 inh 33, APJ ag -3 and CCR6 antag 22.
COc1cc(C(=O)Oc2cccc(C(=S)N3CCOCC3)c2)cc(OC)c1OC was read as UPR XBP1 act -3, CXCR6 inh -6, APJ antagonist -3, Mdm2-MdmX inh 22, CHOP UPR activ -0.4, EBI2 antag 1, tim23-1 inh 23, APJ ag -1 and CCR6 antag -6.
For CC(Sc1nc(-c2ccccc2)cc(C(F)(F)F)n1)C(=O)N1CCCC1 (configuration not stated) the results were UPR XBP1 act 0, CXCR6 inh -1, APJ antagonist 11, Mdm2-MdmX inh 1, CHOP UPR activ -0.3, EBI2 antag 1, tim23-1 inh -1, APJ ag -1 and CCR6 antag 7.
CN1C(=O)CC(c2ccccc2)C1=O (configuration not stated) was read as UPR XBP1 act -2, CXCR6 inh -6, APJ antagonist 4, Mdm2-MdmX inh 3, CHOP UPR activ 3.1, EBI2 antag -10, tim23-1 inh 6, APJ ag 1 and CCR6 antag 5.
Brc1ccc(-c2c(-c3ccsc3)sc3ccccc23)cn1 was read as UPR XBP1 act 2, CXCR6 inh 7, APJ antagonist 27, Mdm2-MdmX inh -14, CHOP UPR activ 2.9, EBI2 antag -7, tim23-1 inh 23, APJ ag -4 and CCR6 antag 14.
For COc1ccc(NC(=O)C2C3C=CC(O3)C2C(=O)O)cc1 (configuration not stated) the results were UPR XBP1 act 0, CXCR6 inh -12, APJ antagonist 7, Mdm2-MdmX inh -1, CHOP UPR activ 1.8, EBI2 antag -1, tim23-1 inh 9, APJ ag -3 and CCR6 antag 4.
Screening COc1ccc(C(=O)N(CC2CCCO2)C(C(=O)NCCC(C)C)c2ccc(C)cc2)cc1OC (configuration not stated) returned UPR XBP1 act 0, CXCR6 inh 2, APJ antagonist -8, Mdm2-MdmX inh -10, CHOP UPR activ 0.1, EBI2 antag 4, tim23-1 inh 9, APJ ag -1 and CCR6 antag 5.
`CCOC(=O)C1CCN(C(=O)CCc2ccc(S(=O)(=O)NCC(C)C)cc2)CC1` gave UPR XBP1 act -6, CXCR6 inh -4, APJ antagonist 8, Mdm2-MdmX inh -4, CHOP UPR activ -2.0, EBI2 antag 5, tim23-1 inh 2, APJ ag 1 and CCR6 antag 1.
For CCC(NC(=O)c1ccccc1NC(=O)c1ccccc1)C(=O)NNC(=O)CSc1nc2ccccc2o1 (configuration not stated) the results were UPR XBP1 act -1, CXCR6 inh 4, APJ antagonist 17, Mdm2-MdmX inh -2, CHOP UPR activ -1.2, EBI2 antag -10, tim23-1 inh -4, APJ ag 0 and CCR6 antag 9.
COc1ccc(C(O)c2nccn2Cc2ccccc2)cc1OC (configuration not stated) was read as UPR XBP1 act 2, CXCR6 inh -5, APJ antagonist 8, Mdm2-MdmX inh 17, CHOP UPR activ -1.1, EBI2 antag 8, tim23-1 inh 13, APJ ag -4 and CCR6 antag 10.
For C#CCN1C=C(C(=O)OCC)C(C)N(Cc2ccccc2I)S1(=O)=O (configuration not stated) the results were UPR XBP1 act 8, CXCR6 inh 15, Mdm2-MdmX inh 55*, CHOP UPR activ 3.1, EBI2 antag 20, tim23-1 inh 38 and CCR6 antag 38.
Screening CCc1ccc(CCC(=O)Nc2ncc(Cc3ccccc3Cl)s2)o1 returned UPR XBP1 act 11, CXCR6 inh -5, APJ antagonist 8, Mdm2-MdmX inh 66*, CHOP UPR activ 1.6, EBI2 antag -18, tim23-1 inh 2, APJ ag -2 and CCR6 antag 3.
Screening CCc1nnc(NC(=O)CCCSc2nc3ccccc3[nH]2)s1 returned UPR XBP1 act -1, CXCR6 inh 2, APJ antagonist -15, Mdm2-MdmX inh -20, CHOP UPR activ 1.2, EBI2 antag -2, tim23-1 inh 11, APJ ag 1 and CCR6 antag -6.
Screening CC(=O)c1cccc(CN2CCC(n3nccc3NC(=O)CCCc3ccccc3)CC2)c1 returned UPR XBP1 act -3, CXCR6 inh -4, APJ antagonist 17, Mdm2-MdmX inh 17, CHOP UPR activ 1.4, EBI2 antag 6, tim23-1 inh -3, APJ ag 0 and CCR6 antag 9.

Some of the compounds tested (hit frequency here may not be typical).
